D1 antagonist – blocks dopamine activation of the human D1 receptor; activity change, negative = inhibition, % at 10 µM; HEK293 TREx D1 cells, calcium flux, dopamine EC80; active compounds read low; P21728; AID 504652; hit rate 3.2% among 360,000; in the data active = activity change below about -30%; note: % is set by controls: 0 for no effect and ±100 for the full control effect
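Tetracycline-induced HEK293 T-REx cells with force-coupled D1 receptor were loaded with a no-wash calcium dye. Compound was added after a 10 s baseline and read kinetically for 180 s; EC80 dopamine was then added and calcium flux followed another 180 s.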
TRHR enhancer – allosterically enhances the human TRH receptor; hit rate 0.66% among 360,000; AID 493056; P34981; TRHR cells, fluo-8 calcium fluorescence, EC20 TRH enhancement; enhancement, % at 2 µM; in the data active = enhancement above about 30%; note: 0% is about no effect
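Enhancer read-out: after compound pinning and an initial kinetic agonist-mode read, an EC20 of TRH (10 nM final) was injected and fluo-8 calcium signal (Ex 480/Em 530) followed at 1 s/cycle for 100 cycles in TRHR-expressing cells.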
D1 ag – agonists of human D1 dopamine receptor. hit rate 1% among 360,000. AID 504660. activation, % at 2 µM. P21728. HEK293 T-REx D1 cells, calcium flux, agonist mode; note: 0% is about no effect
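Inducible HEK293 T-REx D1 cells, force-coupled to calcium signalling, were plated at 4000 cells/well with tetracycline and held overnight at 30 C. After no-wash calcium dye loading, compound-evoked calcium rise over 180 s flagged agonists.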
RXFP1 antag – antagonists of human relaxin receptor RXFP1 | Q9HBX9 | hit rate 0.59% among 350,000 | HEK293-RXFP1, relaxin-stimulated cAMP HTRF, 30 min; active compounds read low | activity change, negative = inhibition, % at 57.5 µM;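 active = activity change of -60% or lower, but not beyond a set lower limit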; note: % is set by controls: 0 for no effect and ±100 for the full control effect
Target sequence (Q9HBX9 whole entry, looked up): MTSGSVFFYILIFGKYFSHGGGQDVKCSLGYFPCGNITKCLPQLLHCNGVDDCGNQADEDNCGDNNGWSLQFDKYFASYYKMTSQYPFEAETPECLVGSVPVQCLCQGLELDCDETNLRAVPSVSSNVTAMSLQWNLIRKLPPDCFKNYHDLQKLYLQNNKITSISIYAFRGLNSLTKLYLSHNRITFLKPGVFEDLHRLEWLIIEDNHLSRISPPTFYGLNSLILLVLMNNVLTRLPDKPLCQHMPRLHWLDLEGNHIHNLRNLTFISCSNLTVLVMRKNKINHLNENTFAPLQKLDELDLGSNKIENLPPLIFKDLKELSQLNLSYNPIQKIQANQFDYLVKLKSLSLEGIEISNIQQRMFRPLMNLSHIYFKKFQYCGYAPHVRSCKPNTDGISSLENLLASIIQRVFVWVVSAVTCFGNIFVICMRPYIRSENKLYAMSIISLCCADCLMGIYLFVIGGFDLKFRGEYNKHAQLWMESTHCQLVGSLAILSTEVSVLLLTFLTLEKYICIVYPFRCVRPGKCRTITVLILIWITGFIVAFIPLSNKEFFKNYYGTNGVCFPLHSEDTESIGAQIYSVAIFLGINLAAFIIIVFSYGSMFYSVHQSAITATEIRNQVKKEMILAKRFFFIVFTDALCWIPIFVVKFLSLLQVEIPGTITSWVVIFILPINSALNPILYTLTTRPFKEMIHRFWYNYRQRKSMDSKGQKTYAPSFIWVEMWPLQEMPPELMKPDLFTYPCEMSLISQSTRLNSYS
D1 potentiator – potentiators of human D1 dopamine receptor; P21728; HEK293 TREx D1 cells, calcium flux, dopamine EC20 potentiation; potentiation, % at 10 µM; hit rate 0.036% among 360,000; AID 504651; in the data active = potentiation above about 30%; note: 0% is about no effect
D2 antagonist – D2 dopamine receptor (human) antagonism; HEK293 TREx D2 cells, calcium flux, dopamine EC80; inhibition, % at 10 µM; hit rate 2% among 340,000; AID 485344; in the data active = inhibition above about 30%; note: 0% is about no effect
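Overnight-induced (tetracycline, 30 C) HEK293 T-REx cells carrying force-coupled D2 receive a no-wash calcium dye, then compound, then EC80 dopamine at 180 s; signals are read kinetically throughout.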
TRHR agonist – TRH receptor (human) agonism; TRHR cells, calcium flux fluo-8, FDSS agonist mode; activation, % at 2 µM; hit rate 0.18% among 360,000; AID 493084; note: 0% is about no effect
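TRHR-expressing cells, plated overnight in medium with 10% serum, were loaded with fluo-8 calcium dye at room temperature. After a 10 s baseline, library compound was pin-added and calcium release was recorded kinetically (ex 480/em 530) as agonist response.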
D2 potentiator – positive allosteric modulators of human D2 dopamine receptor | HEK293 T-REx D2, calcium flux, EC20 dopamine potentiation | potentiation, % at 10 µM | hit rate 0.34% among 340,000;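 active = potentiation over 3 SD above the plate norm, cut at about 30% in these data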; note: 0% is about no effect
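Potentiation of an EC20 dopamine calcium response measured kinetically over 180 s, after a preceding 180 s compound-only read flagging agonists. Cells: inducible Hek293 Trex D2 line, 4000/well, cultured overnight at 30 C before dye loading.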
D2 agonist – D2 dopamine receptor (human) agonism; P14416; HEK293 T-REx D2 cells, calcium flux agonist mode; activation, % at 2 µM; hit rate 0.53% among 340,000; AID 485358;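 active = activation over 3 SD above normal in the single-dose calcium agonist read, cut at about 30% in these data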; note: 0% is about no effect
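Tetracycline-induced HEK293 Trex cells with D2 receptor force-coupled to calcium signaling, plated overnight at 30 C and loaded with no-wash calcium dye. Calcium flux read kinetically for 180 s after compound addition; responses flag agonists.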
Numbers without * were called inactive; / = not tested or not shown. Cut-off read from the data, not from the text of the source, unless noted: active = activation above about 30%; inactive = the rest.

SMILES	D1 antagonist	TRHR enhancer	D1 ag	RXFP1 antag	D1 potentiator	D2 antagonist	TRHR agonist	D2 potentiator	D2 agonist
O=C(C1COc2ccccc2O1)N1CCN(c2ccccc2F)CC1 (configuration not stated)	0	2	1	2	7	4	-0.1	-7	0.8
Cc1cc(-n2c(C)cc(C(=O)CN3C(=O)NC4(CCCCCC4)C3=O)c2C)no1	26	2	3	-4	-4	-4	-1.8	1	0.0
COc1ccc(-c2nc(N)ncc2Oc2ccccc2Br)c(O)c1	27	1	5	-1	0	/	-0.9	/	/
COc1ccc(N2CCOCC2)c(NC(=O)c2ccc3c(c2)OCO3)c1	2	38*	2	-12	-1	4	0.0	-10	0.5
COc1ccccc1-c1nnc(SCC(=O)NNC(=O)c2ccccc2F)n1C	-21	4	3	2	-5	9	0.3	10	0.1
COc1ccccc1OC(C)C(=O)Nc1cccc(-c2nc3ccccc3o2)c1 (configuration not stated)	-8	6	32*	/	-1	/	-1.3	13	/
CNC(=O)c1ccsc1NC(=O)c1sc2ccccc2c1Cl	10	0	-3	/	-5	6	0.8	4	1.4
Cc1ccc2c(C)c(C(=O)N(C)C(C)c3ccncn3)oc2c1C (configuration not stated)	16	0	2	-1	6	11	-2.1	6	-0.6
Cc1ccc2nc(-c3ccc(-c4cccc(Cl)c4)cc3)c(NCc3ccccc3)n2c1	-9	-2	2	/	-4	-4	0.4	-7	0.6
O=C(Nc1cccc(Oc2ccc3c(c2)C(=O)NC3=O)c1)c1cccs1	-15	5	0	4	3	0	-1.8	-2	-1.7
O=C(C1=C[C@@H](C2CC2)C[C@@H](OCCCCO)O1)N1CCOCC1	-14	0	-5	/	1	/	-0.1	/	/
Cc1ccc(-c2c(C(=O)N/N=C/c3ccc(C)o3)nnn2-c2nonc2N)cc1	1	10	10	-25	4	1	-0.9	10	-0.3

(listing goes on)
SMILES	D1 antagonist	TRHR enhancer	D1 ag	RXFP1 antag	D1 potentiator	D2 antagonist	TRHR agonist	D2 potentiator	D2 agonist
CC(COc1ccccc1)N1CCC(CO)(CCc2ccccc2)CC1 (configuration not stated)	9	0	35*	-24	-6	52*	0.9	-17	17
CCN1CCN(C(=S)c2ccc(Br)cc2)CC1	-17	-2	1	13	-6	-17	0.0	-16	1.0
Cc1cc(S(=O)(=O)N(Cc2ccc(C(C)(C)C)cc2)Cc2cccs2)ccc1-n1cnnn1	11	5	6	12	-3	-7	1.1	6	0.9
O=C(CNC(=O)c1ccccc1)OCC(=O)N1N=C(c2ccc(Cl)cc2)CC1c1ccco1 (configuration not stated)	3	5	10	-2	-2	-10	0.5	6	-0.1
CCOC(=O)CSC1=NC(=O)/C(=C/c2ccc(Br)cc2)S1	-2	0	3	-25	0	7	0.8	20	0.1
O=C(c1cccs1)N(Cc1ccc(Cl)cc1)C1CCS(=O)(=O)C1 (configuration not stated)	-10	6	0	23	-4	15	-0.1	0	0.8
C=CCc1ccccc1OCC(=O)OCCNC(=O)c1cccnc1	0	-8	2	-4	-2	-12	-0.5	-13	-1.0
Cc1cccc(CCNS(=O)(=O)c2ccc3c(c2)NC(=O)C(C)S3)c1 (configuration not stated)	-11	1	4	-13	-8	/	0.4	0	/
O=C(Cc1ccc(Cl)cc1)Nc1ccc(-c2nnc(-c3ccco3)o2)cc1	-4	-1	2	-4	1	0	-0.3	4	0.1
CC(=O)N1CCN(C(=O)c2ccco2)CC1	-1	8	1	-3	5	-4	-0.9	6	0.0
COC(=O)c1ccc(CNC(=O)C2CCC(=O)N(Cc3cccc(F)c3)C2)cc1 (configuration not stated)	13	-8	-1	-2	0	12	-0.1	-3	-0.7
COCCCn1c(=N)c(C(=O)NCC2CCCO2)cc2c(=O)n3cc(C)ccc3nc21 (configuration not stated)	-1	1	-2	/	0	/	-0.1	6	1.8

Other results:
Values run as follows: D1 antagonist | TRHR enhancer | D1 ag | RXFP1 antag | D1 potentiator | D2 antagonist | TRHR agonist | D2 potentiator | D2 agonist
C=CCC1c2cccc(C(=O)O)c2C(=O)N1c1ccc(Cl)cc1 (configuration not stated)
  -14 | -4 | 1 | -17 | -3 | 1 | -0.5 | 0 | -1.7
CN(C)CCOc1ccccc1C(C)(C)C
  17 | -2 | 7 | 11 | -3 | 12 | 0.7 | -23 | -1.1
CC(C)(C)c1ccc(OCCC(=O)NNC(=O)c2ccncc2)cc1
  13 | -7 | 8 | 3 | 5 | -5 | 0.9 | -4 | 1.3
Cc1c(CN2CCN(C)C(CCO)C2)[nH]c2c(Cl)cccc12 (configuration not stated)
  3 | 1 | 8 | -12 | -10 | -6 | -0.2 | -6 | 1.4
CC(c1nccs1)N(C)C(=O)c1ccc(OC2CCN(CCc3ccccc3)CC2)cc1 (configuration not stated)
  -15 | 1 | 9 | -8 | -4 | -6 | 0.9 | -15 | 1.8
Cc1ccc(Cn2cccc(NS(C)(=O)=O)c2=O)cc1
  6 | 5 | 5 | 8 | 3 | -9 | 1.1 | 8 | -0.1
O=C(COc1ccc(Cl)cc1)NNC(=O)C(=O)NC1CCCCC1
  14 | -7 | 0 | -10 | -5 | 7 | 0.3 | -7 | -0.4
Cc1cc(C)c(C)c(S(=O)(=O)N[C@@H](C)C(=O)OCc2cc(=O)n3cc(Br)ccc3n2)c1C
  -14 | 1 | -1 | -7 | -3 | -1 | -0.6 | 2 | -0.2
CCOC(=O)c1c(C)[nH]c(C)c1C(=O)COC(=O)c1cccc(S(=O)(=O)N(CC)CC)c1
  -49* | 4 | 25 | 8 | -4 | -10 | -1.0 | 9 | -2.3
CCCCNC(=O)c1cc2n(n1)C(C(F)(F)F)CC(c1ccccc1)N2 (configuration not stated)
  -2 | -4 | 5 | -4 | 1 | -2 | 1.8 | 14 | -0.6

Other results.
Values run as follows: D1 antagonist | TRHR enhancer | D1 ag | RXFP1 antag | D1 potentiator | D2 antagonist | TRHR agonist | D2 potentiator | D2 agonist
CCOc1ccc(CN(CC)C(=O)Cc2c[nH]c3ccccc23)cc1OC
  5 | 4 | 3 | -1 | -10 | -7 | 0.3 | -5 | -0.4
CCOC(=O)c1c(NC(=O)CCNCc2ccco2)sc2c1CCC2
  -9 | -1 | 3 | -30 | 4 | -13 | 2.4 | -20 | -2.0
O=S(=O)(c1cccc(C(F)(F)F)c1)N1CCC(Oc2ccc(-n3cnnn3)cc2)CC1
  -19 | -5 | 3 | -28 | -2 | / | 1.2 | 5 | /
O=C(NCCc1ccccc1)C1CCCN(c2nc3ccccc3s2)C1 (configuration not stated)
  5 | -1 | -1 | -17 | -5 | 1 | -0.5 | -6 | -1.2
CC(C)C/C=C1\CCc2c([nH]c3ccccc23)C1=O
  16 | 3 | 3 | -20 | 0 | 6 | 0.4 | 2 | -1.5
COc1cccc(-n2c(=O)c3c(C)c(C)sc3n(CC(=O)NCc3ccccc3)c2=O)c1
  -23 | -1 | 1 | -5 | 2 | / | 0.2 | 4 | 0.2
COc1cccc(N2CCN(c3ccc4nnc(CCC(=O)O)n4n3)CC2)c1
  22 | -1 | 0 | / | 4 | / | 0.2 | 2 | 0.2
CCCCC(=O)NCc1ccc2c(c1)cc(C)n2C
  -10 | -12 | 3 | -1 | 0 | 34* | 1.0 | -10 | 0.5
CN(c1ccc(F)cc1)S(=O)(=O)c1ccc(Cl)c(C(=O)NC2(C)CCS(=O)(=O)C2)c1 (configuration not stated)
  6 | -1 | 1 | 8 | -2 | 6 | 0.3 | -9 | -0.5
CCCOc1ccc(C(=O)NCCCn2ccnc2)cc1
  -4 | 3 | 0 | -4 | -1 | -9 | 0.2 | 17 | -1.6

New compounds follow.
Values run as follows: D1 antagonist | TRHR enhancer | D1 ag | RXFP1 antag | D1 potentiator | D2 antagonist | TRHR agonist | D2 potentiator | D2 agonist
Cc1csc(NC(=O)CSc2nc3ccccc3c(=O)[nH]2)n1
  1 | 1 | -2 | -4 | -1 | 21 | -0.4 | 0 | -0.4
COc1cccc(C(=O)NCCSc2ccc(F)cc2)c1
  -8 | 29 | 6 | -1 | -5 | 29 | -0.8 | -13 | 0.1
COc1ccc2c(c1OC)C(=O)N(c1nccs1)C2
  21 | 5 | 2 | -15 | 3 | / | -0.6 | 1 | /
COCCNc1nc2ccccc2n2cnnc12
  -3 | 3 | 2 | 4 | -5 | 8 | 0.3 | 9 | -0.8
Cc1ccc(C(=S)N2CCCCCC2)cc1
  -11 | 4 | 2 | 6 | -3 | 2 | -2.0 | -2 | -1.1
Cn1nc(-c2ccccc2F)c2cc(C(=O)N3CCN(c4ccccc4F)CC3)sc21
  -16 | -9 | 9 | -16 | -1 | / | 0.6 | 23 | 0.1

Reprinted from the results shown, 8 compounds:
Values run as follows: D1 antagonist | TRHR enhancer | D1 ag | RXFP1 antag | D1 potentiator | D2 antagonist | TRHR agonist | D2 potentiator | D2 agonist
CN(c1ccc(F)cc1)S(=O)(=O)c1ccc(Cl)c(C(=O)NC2(C)CCS(=O)(=O)C2)c1 (configuration not stated)
  6 | -1 | 1 | 8 | -2 | 6 | 0.3 | -9 | -0.5
CCCOc1ccc(C(=O)NCCCn2ccnc2)cc1
  -4 | 3 | 0 | -4 | -1 | -9 | 0.2 | 17 | -1.6
Cc1csc(NC(=O)CSc2nc3ccccc3c(=O)[nH]2)n1
  1 | 1 | -2 | -4 | -1 | 21 | -0.4 | 0 | -0.4
COc1cccc(C(=O)NCCSc2ccc(F)cc2)c1
  -8 | 29 | 6 | -1 | -5 | 29 | -0.8 | -13 | 0.1
COc1ccc2c(c1OC)C(=O)N(c1nccs1)C2
  21 | 5 | 2 | -15 | 3 | / | -0.6 | 1 | /
COCCNc1nc2ccccc2n2cnnc12
  -3 | 3 | 2 | 4 | -5 | 8 | 0.3 | 9 | -0.8
Cc1ccc(C(=S)N2CCCCCC2)cc1
  -11 | 4 | 2 | 6 | -3 | 2 | -2.0 | -2 | -1.1
Cn1nc(-c2ccccc2F)c2cc(C(=O)N3CCN(c4ccccc4F)CC3)sc21
  -16 | -9 | 9 | -16 | -1 | / | 0.6 | 23 | 0.1
